# Screens (PubChem)
# Neddyl block = blocks human cullin neddylation. AID 651699. TR-FRET cullin neddylation, biochemical. hit rate 0.58% among 360,000. calls only at 25 µM. P61081+Q13564; in the data active = inhibition above about 36%
# FAS TE block = FAS thioesterase (human) inhibition; inhibition, % at 15 µM; P49327; recombinant FAS-TE, OMFH fluorogenic substrate, fluorescence endpoint; hit rate 0.67% among 360,000;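 active = compounds whose normalised, plate-corrected inhibition of enzyme fluorescence in the single-dose primary screen is 50% or more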;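 also: 0% = DMSO with enzyme and 100% = substrate without enzyme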
# NadD inh = NadD (S. aureus) enzyme inhibition; hit rate 0.78% among 360,000; AID 602399; purified NadD enzyme, colorimetric absorbance read-out; inhibition, % at 20 µM; in the data active = inhibition above about 26%; also: some compounds past the cut are filed as inactive
# Rin1 Abl inh = inhibitors of human Rin1-Abl protein interaction; P00519+Q13671; TR-FRET Rin1/Abl binding, biochemical; inhibition, % at 7.35 µM; hit rate 0.4% among 360,000; AID 588664; in the data active = inhibition above about 5%, passing the limit was not always enough
# MLLE-PAM2 inh = blocks PAM2 peptide binding to the PABP1 MLLE domain | P11940 | GST-MLLE / FITC-PAM2 fluorescence polarization | inhibition, % at 20 µM | hit rate 0.36% among 360,000 | AID 588489; in the data active = inhibition above about 35%, passing the limit was not always enough;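 also: plate controls were DMSO wells with GST-MLLE for no effect and wells lacking GST-MLLE protein for full effect; some results filed as inactive read as strong as hits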
# MT1-MMP act inh = blocks activation of human MT1-MMP. P50281. HT1080 RFP-PRO-GFP cells, GFP/RFP ratio fluorescence, overnight; percent of plate control window, DMSO zero. GFP/RFP ratio change, % at 20 µM. hit rate 0.061% among 360,000. AID 651647;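 active = GFP/RFP ratio change of at least 30% with cell ATP level not reduced by more than half and red fluorescence within 50% of control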; also: strong numbers were not always called active
#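 Test system: HT1080 RFP-PRO-GFP cells; Benchmarks: DMSO and RFP-L50D-GFP cell wells; Timing: cells overnight before dosing, compound overnight, 37 °C, 5% CO2; Compound: one 20 µM compound dose with 1% DMSO; Read-out: GFP/RFP fluorescence ratio.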
# Rpn11 block = inhibitors of human proteasome Rpn11. human 26S proteasome, Ub4-pepOG fluorescence polarization; 20S core pre-blocked with epoxomicin. calls only at 20 µM. hit rate 0.59% among 360,000. AID 588493;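 active = inhibition at 20 µM, scaled to each plate's controls, above about 33%, limit read from the data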
# SKN-1 block = blocks SKN-1 activity in C. elegans | C. elegans VP596 Pgst-4::GFP/RFP ratio, acrylamide-induced, 24 h | inhibition, % at 21.8 µM | hit rate 0.49% among 360,000 | AID 624304;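 active = interference check ratio from 0.5 to 1.5 plus GFP to RFP signal ratio inhibition reaching or exceeding a fixed threshold, cut at about 30% in these data, passing the limit was not always enough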; also: some compounds called inactive have numbers as strong as hits
# CSN deneddyl inh = blocks human CSN-mediated cullin deneddylation; Q92905; Purified CSN, SCF-Nedd8-OG deneddylation, fluorescence polarization; inhibition, % at 12.5 µM; hit rate 0.38% among 360,000; AID 651999;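 active = pattern-corrected inhibition above about 35%, with an unprinted fluorescence ratio check between 0.5 and 1.5, limit read from the data, passing the limit was not always enough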;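 also: 0% = enzyme with substrate and 100% = substrate without enzyme; some results filed as inactive read as strong as hits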
#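 Material: human Csn5 produced in HEK293T cells; Input: enzyme 0.24 nM; Reagent: SCFSkp2-Nedd8OG substrate at 10 nM final; Dosing: 12.5 µM compound; Incubation: 90 min reaction at room temperature; Detection: fluorescence polarization of the substrate; Evaluation: % inhibition of substrate cleavage by Csn5; Control set: substrate-only high control, full reaction low control.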
# * hit, by the source's call; i = inactive; / = not tested or not shown.
SMILES,Neddyl block,FAS TE block,NadD inh,Rin1 Abl inh,MLLE-PAM2 inh,MT1-MMP act inh,Rpn11 block,SKN-1 block,CSN deneddyl inh
Cc1ccc(-c2cn3cccc(C)c3n2)cc1,i,-1,2,-1,-8,-4,i,1,2
Cc1ccccc1OCCC(=O)NCCc1ccc(S(N)(=O)=O)cc1,i,-10,-6,-1,-1,-2,i,-8,-10
CN(C)c1nc(N)c([N+](=O)[O-])c(N2CCCCCC2)n1,i,0,-1,1,-9,-6,i,1,1
O=C(NC1CC1)C1=C[C@H](C2CCCCC2)C[C@H](OCc2ccc(CO)cc2)O1,i,3,-9,3,7,1,i,-1,5
Cc1ccc(S(=O)(=O)N2C[C@@H]3[C@H]4CC[C@H](C4)[C@@H]3[C@@H](C)[C@@H]2c2ccn(Cc3ccccc3)c2)cc1,i,19,-2,2,4,-9,i,1,-5
CNC(=O)c1c(NC(=O)CCS(=O)(=O)c2ccc(Cl)cc2)sc2c1CCN(C(=O)OC)C2,i,-1,-2,0,-21,1,i,13,7
Cc1cccn2cc(CCNC(=O)c3cccs3)nc12,i,-3,-4,-4,3,5,i,-3,2
Cc1ccc(CCNC(=O)CS(=O)Cc2nc(-c3ccccc3F)oc2C)cc1 (stereo unspecified),i,1,1,2,10,-1,i,-10,-1
CCCCOc1ccc(C(=O)N/C(=C/C=C/c2ccccc2)C(=O)NC)cc1,i,27,-2,-2,-1,1,i,5,3
CCn1c(SCC(=O)Nc2sc3c(c2C#N)CCC(C(C)(C)C)C3)nnc1-c1ccco1 (stereo unspecified),i,-2,17,3,9,-1,i,21,4
CCCNC(=O)NC(=O)CSc1nncs1,i,-3,1,5,-5,-2,i,1,-9
CNC(=O)c1cc(C(=O)c2ccc(C(F)(F)F)cc2F)c[nH]1,i,-1,-6,4,6,0,i,1,-9
CN(C)c1nc(SCC#N)nc(N2CCOCC2)n1,i,-1,8,0,5,4,i,11,-2
CNS(=O)(=O)c1ccc2c(c1)[nH]c(=S)n2C,i,-4,-3,-3,-72,-8,i,45*,-5
Cc1ccc(OCCNS(=O)(=O)c2ccc(Cl)cc2)cc1,i,7,3,4,2,-2,i,5,2
Cc1ccc(C(C)NC(=O)c2cccs2)cc1C (stereo unspecified),i,0,5,3,-2,4,i,1,2
CC(C)(C)c1ccc(C(=S)N2CCN(c3ccccc3)CC2)cc1,i,28,1,0,30,2,i,-3,3
CCCCN(C(=O)CCCc1nc2ccccc2s1)c1c(N)n(CCCC)c(=O)[nH]c1=O,i,-2,-2,-2,-3,-1,i,4,-2
COc1ccc(C(=O)OCC(=O)Nc2sccc2C(N)=O)cc1[N+](=O)[O-],i,-4,-5,-1,-8,2,i,8,-2
COc1ccc(CNC(=O)C(c2cccs2)N(Cc2ccco2)C(=O)Cc2cccs2)cc1 (stereo unspecified),i,11,9,-2,-3,-9,i,-3,4
CCOC(=O)C1CCN(CC(=O)c2c(C)n(C)c3ccc(OC)cc23)CC1,i,1,-5,1,-17,-4,i,14,-1
O=C(CSc1nnc(Cc2ccccc2)n1Cc1ccco1)NC12CC3CC(CC(C3)C1)C2,i,20,-3,-2,3,-14,i,2,-3
CCn1c(CN2c3ccccc3Sc3ccccc32)n[nH]c1=S,i,11,8,-1,-57,1,i,8,3
O=C(CN(c1cccc(C(F)(F)F)c1)S(=O)(=O)c1ccc(Cl)c([N+](=O)[O-])c1)NCc1ccccc1Cl,i,45,-4,1,0,-1,i,8,3
NC(=O)[C@@H]1CCCCNc2c(F)cc([N+](=O)[O-])cc2C(=O)N[C@@H](CCCN=C(N)N)C(=O)NCC(=O)N1,i,-14,-2,-6,1,3,i,12,4

# Next results.
SMILES,Neddyl block,FAS TE block,NadD inh,Rin1 Abl inh,MLLE-PAM2 inh,MT1-MMP act inh,Rpn11 block,SKN-1 block,CSN deneddyl inh
CCOc1ccc(NC(=O)N(C2CCCCC2)C(C)c2ccncc2)cc1 (stereo unspecified),i,-4,1,-1,-1,4,i,1,4
CC(=O)Nc1ccc(NC(=O)C(NS(=O)(=O)c2ccc3c(c2)OCCO3)C(C)C)cc1 (stereo unspecified),i,-4,-1,1,2,-5,i,-3,-1
Cc1noc(C)c1C(=O)OCC(=O)NCCc1ccc(Cl)cc1,i,5,-4,3,-5,-2,i,-16,-4
O=C(CSc1nccc(=O)[nH]1)N1CCCc2ccccc21,i,-10,3,0,38*,-5,i,2,3
COC(=O)[C@H](C)NC(=O)NC(C)CCc1ccccc1 (stereo partly specified),i,-7,-3,-2,4,0,i,4,0
COc1cc(C(=S)N2CCOCC2)ccc1OC(=O)/C=C/c1ccco1,i,2,4,1,20,1,i,-4,13
CC1CCC(NC(=O)CN2C(=O)C3CC=CCC3C2=O)CC1 (stereo unspecified),i,0,-3,2,17,2,i,-11,-5
O=C(Nc1ccccc1C(=O)Nc1ccncc1)c1cccc([N+](=O)[O-])c1,i,11,2,3,-4,-7,i,19,3
c1ccc(N/N=C2\CCCc3ccccc32)nc1,i,5,-9,0,6,4,i,15,-4
CCn1cc(C(=O)O)c(=O)c2cc(F)c(N3CCN(C(=S)NC(=O)c4ccccc4)CC3)cc21,i,0,5,-2,-39,1,i,-5,-3
C/C(=N\Nc1ccc(F)cc1F)c1ccc(Br)s1,i,34,1,1,23,-10,i,16,-4
NC(=O)CCN1CCC(c2nc3ccccc3s2)CC1,i,-2,2,1,-1,-3,i,4,-2
COc1ccc(C)cc1-n1nc2ccccc2n1,i,-1,-3,-5,11,1,i,1,3
C=CCn1c(SCC(=O)Nc2nccs2)nnc1-c1cc2cccc(OC)c2o1,i,-4,-3,2,-32,3,i,-9,-5
CCOC(=O)C1CCCN(C(=O)c2ccco2)C1 (stereo unspecified),i,-7,10,-4,4,2,i,-20,-1
O=C(CSCc1c(F)cccc1Cl)NCCc1ccccc1,i,3,-8,-4,9,1,i,-1,4
C[C@H]1C(=O)N(C)CCN1Cc1cn(C)nc1-c1ccc(Oc2ccccc2)cc1,i,-8,-3,2,4,2,i,-15,22
CCC(=O)N1CCc2cc(S(=O)(=O)CCC(=O)NC3CCCCC3)ccc21,i,-5,2,4,-9,4,i,8,0
Cc1ccc(N=Nc2ccc(O)c(P(=O)(c3ccccc3)c3ccccc3)c2)cc1,i,8,34*,-2,-8,1,i,-8,-3
CCC(=O)N1CCc2cc(S(=O)(=O)CCC(=O)Nc3cccc(F)c3)ccc21,i,-2,2,-3,9,0,i,-9,-5
COc1ccc2cc(C3CC(c4cccs4)=NN3C(C)=O)c(Cl)nc2c1 (stereo unspecified),i,-3,-1,2,2,1,i,1,-2
COc1ccc(OC)c(CN2CCC(CNC(=O)Nc3cccc(Cl)c3)CC2)c1,i,-3,-11,-2,1,0,i,-7,2
CN(C)c1ccc(CNC(=O)C2CCN(S(=O)(=O)c3ccc4c(c3)oc(=O)n4C)CC2)cc1,i,-6,-6,-1,-11,1,i,-3,-2
Cc1nn(Cc2ccc(Cl)cc2)c(C)c1NC(=O)CCCn1nc(C)c([N+](=O)[O-])c1C,i,7,-6,0,10,2,i,-6,0
COc1cccc(C(=O)NC2CCCC2)c1,i,-3,1,2,12,1,i,-1,-6

# (listing goes on)
SMILES,Neddyl block,FAS TE block,NadD inh,Rin1 Abl inh,MLLE-PAM2 inh,MT1-MMP act inh,Rpn11 block,SKN-1 block,CSN deneddyl inh
COc1cccc(NC(=S)N(CCc2nc3cc(C)c(C)cc3[nH]2)Cc2cccnc2)c1,i,-2,8,-6,-28,-3,i,8,3
O=C(CSc1nnc(Cn2nnc(-c3ccccc3)n2)n1-c1ccccc1)Nc1ccccc1,i,4,0,2,7,-5,i,22,-4
Cc1ccc(/C=N/NS(=O)(=O)c2ccccc2)o1,i,-10,-12,0,-23,3,i,-10,4
Cc1nc2scc(C)n2c(=O)c1S(=O)(=O)N1CCN(c2ccccn2)CC1,i,-1,-3,-2,1,3,i,-11,-5
Cc1cc(NCc2ccccn2)n2ncc(-c3ccc(Cl)cc3)c2n1,/,30,-5,-1,18,1,i,-3,0
CCC(=O)Nc1sc(C(=O)Nc2ccccc2F)c(C)c1C(=O)OC,i,4,-1,-2,-15,5,i,-5,3
O=C(NNC(=O)c1cccnc1Cl)c1ccc(F)cc1,i,-2,-5,0,-6,-4,i,12,-7
Cc1ccc(SCCNS(=O)(=O)c2ccc(F)cc2)cc1,i,5,-1,5,-6,1,i,8,0
c1cc(C(c2nnnn2C2CCCCC2)N2CCN3CCCC3C2)ccn1 (stereo unspecified),i,-10,-7,-4,11,-22,i,14,-5
CCCNC(=O)N(C)C[C@@H]1Oc2ncc(Br)cc2C(=O)N([C@H](C)CO)C[C@@H]1C,i,-4,-2,3,12,0,i,5,8
CC(C)(C)C(=O)NC(=S)Nc1ccccc1F,i,-4,-5,2,26,4,i,5,0
CCOc1ccc(NC(=O)CN(C)C(=O)CC2CCCC2)cc1OCC,i,-5,-4,2,-5,10,i,10,3
Nc1nc(SCC(=O)Nc2ccc([N+](=O)[O-])cc2Br)n[nH]1,i,-13,-3,-2,10,4,i,4,-8
Nc1ccccc1C#Cc1cnccn1,i,-8,-9,2,-8,3,i,0,1
O=C(NCCC1=CCCCC1)c1ccc(-n2cncn2)cc1,i,3,1,2,7,3,i,6,-1
O=C(Nc1ccc(NC(=O)c2cccs2)cc1)c1ccc2c(c1)OCCO2,i,1,0,1,-2,-1,i,0,2
COc1ccc(C(=S)N(C)C)cc1OC,i,-2,4,0,28,7,i,7,3
O=C(CSc1ccc(Cl)cc1)NNC(=O)c1cccnc1,i,-2,-2,3,1,0,i,-7,0
CCCOc1ccc(-c2csc3ncn(Cc4ccc(C(=O)O)cc4)c(=O)c23)cc1,i,-3,7,0,-9,-1,i,3,6
COc1ccccc1CNC(=O)C1CCN(S(=O)(=O)c2ccc3c(c2)C(C)(C)C(=O)N3C)CC1,i,-5,4,1,2,3,i,10,3
COc1ccc(N(C(=O)CNS(=O)(=O)c2ccccc2)C(C(=O)NCc2ccco2)C(C)C)cc1 (stereo unspecified),i,-2,0,1,13,2,i,6,0
COc1ccccc1-c1sc2ccccc2c1C#Cc1ccc(N(C)C)cc1,/,17,16,4,-10,-2,i,18,-3
CC1(C(=O)NS(=O)(=O)Cc2ccccc2C(F)(F)F)CCN1C(=O)Cc1ccccc1 (stereo unspecified),i,-8,3,1,8,-4,i,4,1
COc1cc(C(=O)OCCCN2CCOCC2)cc(OC)c1OC,i,-10,-3,-3,1,-2,i,-2,-2
CCCOc1ccc(C(=O)C(CN2CCOCC2)c2ccccc2)cc1 (stereo unspecified),i,3,-3,-3,-1,-18,i,-22,-3
CCCCc1ccc(NC(=O)N[C@@H](CC(C)C)C(=O)O)cc1,i,-8,-3,-2,10,3,i,-10,1
